CXCR6 inh: inhibitors of human CXCR6 receptor | O00574 | CHO-K1 PathHunter CXCR6 beta-arrestin, luminescence | hit rate 0.36% among 360,000 | inhibition, % at 20 µM; in the data active = inhibition above about 34%, passing the limit was not always enough;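 also: antagonist mode with CXCL16 agonist at 10 nM final; 0% = 10 nM CXCL16 with DMSO and 100% = unstimulated wells without agonist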
APJ ag: agonists of human APJ apelin receptor; activation, % at 20 µM; hit rate 0.11% among 330,000; AID 2520; CHO-K1 APJ PathHunter beta-arrestin, luminescence; 0% DMSO wells, 100% apelin;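 active = activation more than six SD over the plate average, tested at 20 µM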;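 also: 0% = DMSO alone and 100% = apelin-13 at 10 nM; some results filed as inactive read as strong as hits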
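system = engineered CHO-K1 APJ arrestin reporter cells | input = 1000 cells per well | timing = overnight seeding, 90 min compound at 25 °C, 1 h detection | measured by = enzyme-fragment complementation luminescence | read-out = beta-arrestin recruitment to APJ as agonist activity, luminescent signal | control set = negative DMSO alone, positive Apelin-13 at 10 nM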
TIM10 inh: inhibits growth of TIM10 yeast strain | inhibition, % at 10 µM | hit rate 1.4% among 330,000 | S. cerevisiae TIM10 strain growth, BacTiter-Glo luminescence, 24 h;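 active = inhibition of 40% or more at the single tested concentration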;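 also: wild-type TIM10 isogenic control strain grown at permissive 25 °C; 0% = DMSO yeast wells and 100% = minimal medium wells without yeast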
tim23-1 inh: inhibits growth of tim23-1 mutant yeast; S. cerevisiae tim23-1 growth, BacTiter-Glo luminescence, 24 h; inhibition, % at 20 µM; hit rate 1.3% among 330,000; AID 463212;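 active = growth inhibition of the mutant yeast at or above 50%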;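 also: temperature-sensitive mutant grown at 25 °C; plate controls were DMSO-treated mutant yeast for no effect and medium wells lacking yeast for full effect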
tim10-1 inh: inhibits growth of tim10-1 mutant yeast; S. cerevisiae tim10-1 ts strain growth, BacTiter-Glo, 24 h; inhibition, % at 20 µM; hit rate 2.2% among 330,000; AID 463190;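 active = inhibition of at least 40%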;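 also: mutant grown at 25 °C; 0% = DMSO wells with yeast and 100% = wells holding no yeast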
CHOP UPR activ: apoptotic UPR (CHOP) activation. AID 449763. activation, % at 10 µM. hit rate 0.34% among 330,000. CHO-CHOP luciferase reporter, luminescence; percent of tunicamycin response over DMSO baseline;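 active = at 10 µM dose, activation of 40% or more, normalized to positive control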;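 also: 100% = tunicamycin at 10 µg/mL and 0% = DMSO alone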
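Assay system: CHO cells with stable CHOP pathway luciferase reporter; Buffer or medium: F12 plus 10% serum; Times: 16-18 h cell attachment, then 6 h compound exposure, 37 °C; Signal: luciferase luminescence; Read-out basis: percent activation relative to tunicamycin control; Control set: tunicamycin high control, DMSO low control.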
UPR XBP1 act: adaptive UPR (XBP1) activation | CHO-XBP1 luciferase reporter, IRE1-XBP1 UPR activation, luminescence; percent of tunicamycin response, DMSO as zero | activation, % at 20 µM | hit rate 0.33% among 330,000;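 active = versus positive control, 20 µM dose yields 30% or more activation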;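 also: 100% = tunicamycin at 10 µg/mL and 0% = DMSO only wells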
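Material: CHO-XBP1 cells stably carrying IRE1-XBP1-driven luciferase reporter / Amount: 1000 cells per well / Compound: 20 µM, 1% DMSO / Times: 6 h treatment, 37 °C / Detection: luciferase luminescence / Measure: % activation of reporter signal versus tunicamycin and DMSO controls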
APJ antagonist: APJ receptor antagonism; P35414; CHO-K1 APJ beta-arrestin complementation, luminescence; inhibition, % at 20 µM; hit rate 0.32% among 330,000; AID 2521;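 active = inhibition above about 40% at 20 µM, limit read from the data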;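 also: cells challenged with 10 nM apelin-13 agonist together with compound; plate controls were apelin-13 plus DMSO wells for no effect and DMSO wells lacking apelin-13 for full effect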
Mdm2-MdmX inh: inhibitors of human Mdm2/MdmX interaction. O15151+Q00987. SaOS-2 split-luciferase Mdm2/MdmX complementation, luminescence. inhibition, % at 8 µM. hit rate 3% among 330,000. AID 485346;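 active = inhibition of at least 50% at 8 µM in the primary screen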
An asterisk follows results filed as active; · = not tested or not shown. Not all compounds are listed (hit frequency here may not be typical).

Molecule	CXCR6 inh	APJ ag	TIM10 inh	tim23-1 inh	tim10-1 inh	CHOP UPR activ	UPR XBP1 act	APJ antagonist	Mdm2-MdmX inh
Cc1nonc1CN(C)C(=O)CC1C(=O)NCCN1Cc1c(F)cccc1Cl (stereo unspecified)	0.5	-1.2	2.5	-8.3	-3.9	-1.2	-1.2	-12.6	6.5
O=C(CC1Oc2ccccc2NC1=O)NCCc1ccccc1 (stereo unspecified)	-5.8	-1.0	2.9	0.1	11.2	-2.0	-1.4	17.6	24.3
COc1cccc(CNc2cccc(C(F)(F)F)c2)c1O	-1.8	-5.5	12.5	17.5	-1.6	1.6	5.0	0.6	9.6
O=C(NCN1C(=O)C2C3C=CC(C3)C2C1=O)Nc1ccccc1O (stereo unspecified)	1.9	-2.7	-14.1	-3.8	8.9	-0.9	-1.7	-11.0	21.5
Nn1c(SCC(=O)NC2CCCc3ccccc32)nnc1-c1cccs1 (stereo unspecified)	-4.4	2.4	5.7	26.9	11.4	-1.9	-4.5	1.9	-11.0
O=C(CSc1nnc(C2CC2)n1-c1ccccc1)NCCc1ccccc1	-5.9	-0.5	6.7	18.6	14.2	2.0	-1.2	19.7	28.6
CCN1CCN(c2nc(-c3cccnc3)nc3ccccc23)CC1	-3.6	-2.2	1.7	-8.5	-9.8	-1.1	-0.2	10.9	9.0
O=C(c1ccc(NC2=NC3CS(=O)(=O)CC3S2)cc1)N1CCN(c2ccc([N+](=O)[O-])cc2)CC1 (stereo unspecified)	-1.8	-7.8	-1.3	-4.5	-5.4	-1.1	-3.4	11.4	1.6
C=CCn1c(SCC(=O)Nc2ccccc2-c2ccccc2)nc2cc(C(=O)O)ccc2c1=O	3.9	-3.3	12.8	12.6	17.4	1.5	-3.6	8.8	18.3
O=C(NN=C1CCN(Cc2ccccc2)CC1)c1cc2ccccc2cc1O	-5.6	-1.0	-8.3	3.6	-1.1	1.3	0.0	-12.8	-4.7
COc1ccc(Nc2nc3[nH]c(=O)cc(O)c3s2)cc1	-3.9	0.6	-27.5	-33.8	-29.7	-1.7	-0.8	-35.0	29.3
CC(C)=NOc1cc(NC(=O)CCl)cc([N+](=O)[O-])c1	4.5	-1.8	30.6	65.5*	51.6*	-6.8	-5.0	7.8	94.8*
Cc1nc(SC(C(N)=O)c2ccccc2)c(C#N)c(C)c1C (stereo unspecified)	-7.1	-3.5	9.4	2.5	8.8	0.7	-3.9	8.2	-33.8
COc1cc2c(cc1OC)[C@@H](NC(=O)CCc1ccccc1)[C@H](OCc1ccccc1)C2	5.4	·	2.7	41.5	15.4	0.7	-2.4	·	10.4
COc1ccccc1-c1c(C)c(C)nc(N)c1C#N	7.7	6.4	-1.3	3.9	20.6	-0.2	-0.8	0.0	20.8
Cc1cnc(C(=O)OCC(=O)Nc2ccc(Br)cc2F)cn1	-1.6	-4.1	-6.1	15.3	8.6	0.6	0.8	8.6	-9.8
CSCCC(NS(=O)(=O)c1ccccc1F)C(=O)NCc1cccnc1 (stereo unspecified)	3.5	-1.3	-4.8	12.6	2.6	-1.3	-1.7	25.4	5.7
COc1ccc(-c2cc(C(F)(F)F)n3nc(C(=O)NCCCN4CCOCC4)cc3n2)cc1	·	-4.2	8.0	11.7	9.2	-0.3	-3.3	5.0	8.0
CCN(CC)CCCNC(=O)c1cc(-c2ccc3c(c2)OCO3)on1	0.6	-0.5	-19.1	0.9	3.1	0.5	-5.0	2.0	8.1
CCOC(=O)N1CCN(C(=O)Cc2cccc3ccccc23)CC1	-3.6	-3.5	-0.6	11.0	1.5	-0.6	-1.2	-5.6	-2.4
O=C(O)[C@@H]1CCCC[C@@H]1C(=O)N1CCc2ccccc2C1CN1C(=O)c2ccccc2C1=O (stereo partly specified)	-0.4	1.2	27.2	16.1	12.2	0.9	-1.5	7.6	5.6
Cc1ccc(/C=N/N2CCN(Cc3ccc(Cl)cc3)CC2)o1	0.9	-1.1	8.8	9.0	8.3	-0.8	0.4	15.8	-3.0
CN1CCN(CC2(O)CCN(S(=O)(=O)c3ccc(Cl)cc3)CC2)CC1	-3.6	-1.4	7.5	1.7	-5.6	0.1	-4.0	1.4	-24.5
CC(=O)Nc1csc2ccccc12	-2.3	-0.6	5.7	8.1	-4.2	-1.5	-0.4	7.2	-4.3
CC(=O)CCSc1nnc(-c2cccc(S(=O)(=O)N3CCOCC3)c2)o1	-0.8	-1.9	-2.8	-1.8	9.9	-1.2	1.1	5.3	4.5
Cc1ccc(CNC(=O)c2ccc(N(C)C)cc2)cc1	-5.8	-0.3	-9.1	1.7	-16.6	0.6	4.2	2.4	-28.3
Fc1ccccc1-c1nc(-c2ccncc2)no1	3.1	-3.6	3.2	13.8	11.3	-1.6	-6.5	0.3	-78.7
COc1cc(/C=N/Nc2ncc(C(F)(F)F)cc2Cl)cc(OC)c1O	-10.7	1.5	5.0	12.4	30.2	6.5	1.3	-14.3	2.6
CC(C)NC(=O)c1ccc(NC(=O)CC2SC(N3CCCC3)=NC2=O)cc1 (stereo unspecified)	-6.0	-2.5	4.7	-19.9	-16.3	0.9	-2.7	-5.3	12.9
CCOC(=O)C1(C)C=C(Nc2ccc(OC)cc2)C(=O)N1c1ccc(OC)cc1 (stereo unspecified)	-8.9	4.9	-16.4	-6.2	19.2	-2.0	0.7	-11.4	19.4
O=C(OCC(=O)N1CCOCC1)c1ccc(F)cc1Cl	-2.1	0.0	-0.6	14.8	18.0	3.0	5.8	-0.9	-9.9
COc1ccc(CN(CCNC(=O)CCCCC(=O)NCCN(Cc2ccc(OC)cc2)C(C)C)C(C)C)cc1	9.0	-5.0	-2.6	-6.6	-21.9	1.4	-3.8	-2.1	38.5
CCOC(=O)CSc1nnc(CNC(=O)c2cccs2)n1-c1ccccc1	0.9	-3.1	-7.8	19.5	6.0	-1.0	-1.3	-1.3	17.8
COc1ccc(C(C(=O)NC(C)(C)C)N(C(=O)CNC(=O)c2cccs2)c2cccnc2)cc1OC (stereo unspecified)	-1.1	-2.5	-4.4	16.7	6.8	0.0	0.2	4.3	12.9
N/C(=N\OC(=O)/C=C/c1ccccc1)c1ccncc1	-0.4	1.3	13.4	6.9	11.6	7.3	3.9	-41.8	-22.3
CCOC(=O)c1cnc2ccccc2c1NCc1ccco1	0.5	1.3	3.9	11.0	29.2	0.6	2.4	14.1	7.7
Cc1cc(Cl)c2oc(C(=O)N3CCN(c4ccncc4)CC3)c(C)c2c1	-11.5	7.2	27.8	13.2	21.1	1.3	-1.0	-5.2	90.0*
COc1cc(OC)cc(-c2cn[nH]c2N)c1	1.1	-1.3	11.0	-10.8	-4.9	-1.3	-2.4	-9.7	21.9
CCc1nnc(SCc2ccc([N+](=O)[O-])cc2)nc1CC	5.5	-2.2	-9.1	23.0	3.9	1.2	2.8	4.5	17.2
Cc1ccc(-c2nc3cc(NC(=O)C(C)C)ccc3o2)cc1	-3.4	-1.7	7.6	14.2	-0.1	1.6	-4.0	5.9	-40.5
CCn1cc(CN2CCc3c([nH]c4ccccc34)C2c2cccc(OC)c2)c(C)n1 (stereo unspecified)	-9.0	-2.1	-5.5	9.5	18.2	0.9	-2.8	24.4	24.3
CC(=O)Nc1ccc2c(c1)nc(CN1CCCC1)n2C	-5.7	-0.4	7.1	4.4	-3.4	-2.3	-2.8	-4.2	-10.4
Fc1ccc(Cn2c(-c3cscn3)nc3ccccc32)c(Cl)c1	-6.5	-5.5	8.0	12.6	26.6	-0.8	0.1	1.2	35.6
Cc1cc(C(=O)CCl)c(C)n1CC1COc2ccccc2O1 (stereo unspecified)	-12.0	0.2	-39.7	34.4	-62.2	174.5*	-5.1	-27.2	78.9*
COc1ccccc1NC(=O)CSCc1cc(=O)n2c(C)csc2n1	-11.4	-1.2	-1.2	7.4	13.2	-0.7	-1.8	-7.3	11.5
CCOc1ccc(NC(=O)Cn2nnc(C(=O)NCc3cccs3)c2N)cc1	7.9	0.4	-12.7	4.9	6.9	0.4	-1.2	27.5	23.3
COc1ccc(S(=O)(=O)N(C)CC(=O)NC2CC2)cc1OC	5.7	-3.2	-1.0	-7.9	-23.5	0.7	-6.1	-42.9	18.6
CCN(CC)CCCn1c(=S)[nH]c2ncccc2c1=O	1.9	0.4	5.9	3.6	10.6	-1.8	3.5	-7.1	-0.9
Cc1ccccc1OCc1nc2ccccc2c(=O)n1NC(=O)c1ccco1	-2.5	-3.5	10.2	53.4*	20.0	-1.1	-3.6	-1.7	37.0
CC1CCN(c2ccc(NC(=O)c3ccc([N+](=O)[O-])o3)cc2)CC1	-3.3	14.7	25.0	55.5*	37.4	16.5	-8.6	-148.2	46.3
CCn1c(=O)c2sccc2n2c(CCCC(=O)NCCc3ccc(S(N)(=O)=O)cc3)nnc12	2.6	-3.7	-13.4	8.7	13.8	3.7	-7.5	-19.8	-11.2
COc1ccc(N(CC(=O)NC2CCCCC2)C(=O)c2snc(C(N)=O)c2N)cc1	2.8	-1.9	-13.8	5.0	3.9	2.3	-3.4	2.1	16.0
CC(=O)c1cc(C)ccc1OC(=O)c1ccncc1	-15.9	-0.3	-3.1	4.0	-1.4	3.4	-0.8	11.5	10.0
CC(C)N(Cc1ccccc1)C(=O)COC(=O)c1ccccc1SCC(=O)N1CCCC1	7.4	0.8	3.9	19.6	5.4	-0.9	-3.9	7.7	39.4
O=C(CCn1c(=S)[nH]c2ccccc2c1=O)N1CCCCC1	3.6	0.1	13.6	17.6	12.2	3.1	-2.3	15.2	8.8
CCNc1nc(NCC)nc(N/N=C/c2ccccc2)n1	-0.6	-2.9	3.1	-7.3	-10.1	3.4	-4.0	12.1	19.2
COc1ccccc1-c1nc2n(n1)C(c1cccs1)C(C(=O)Nc1cccnc1)=C(C)N2 (stereo unspecified)	-1.6	-2.8	0.4	-9.9	12.2	-1.6	2.5	-17.6	3.0
O=C1CC(c2ccccc2)n2nc(NC(=O)c3ccccc3)nc2N1 (stereo unspecified)	-9.3	-1.2	4.2	9.5	0.2	1.2	5.0	20.0	8.2
Cc1ncc(CO)c(/C=N/NC(=O)c2cc(Br)ccc2O)c1O	6.5	-2.9	-54.0	6.1	-22.9	-0.5	-3.4	-1.4	14.2

3 entries from above, arranged by molar mass, smallest number first:
Molecule	CXCR6 inh	APJ ag	TIM10 inh	tim23-1 inh	tim10-1 inh	CHOP UPR activ	UPR XBP1 act	APJ antagonist	Mdm2-MdmX inh
CCNc1nc(NCC)nc(N/N=C/c2ccccc2)n1	-0.6	-2.9	3.1	-7.3	-10.1	3.4	-4.0	12.1	19.2
CCN(CC)CCCn1c(=S)[nH]c2ncccc2c1=O	1.9	0.4	5.9	3.6	10.6	-1.8	3.5	-7.1	-0.9
CCOc1ccc(NC(=O)Cn2nnc(C(=O)NCc3cccs3)c2N)cc1	7.9	0.4	-12.7	4.9	6.9	0.4	-1.2	27.5	23.3
